From PubChem
HSP90 inh: HSP90 inhibitors, primary screen, cell lysate, luminescence. Heat shock protein HSP 90 (rabbit reticulocyte lysate; luciferase refolding). Rabbit reticulocyte lysate, luciferase refolding luminescence, 3 h. inhibition, % at 5.6 µM. 0.91% of 290,000 active. AID 1789, 2009;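 active = inhibition above the screen-wide mean plus 3 SD, computed separately per campaign, cut at about 16% in these data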;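 also: 0% = DMSO wells and 100% = 60 µM geldanamycin wells; inhibitors lower the luminescence because luciferase stays unfolded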
aSyn UTR inh: MLPCN primary screen, SNCA 5' untranslated region. alpha-synuclein 5'UTR reporter, inhibitor activity. inhibition, % (tested at 7.5 µM). 0.82% of 300,000 active; in the data active = inhibition above about 60%;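 also: H4 neuroglioblastoma cells stably carrying SNCA 5'UTR luciferase fusion; 0% = DMSO wells and 100% = positive control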
SKKanGAS inh: S. pyogenes SKKanGAS growth inhibitors in kanamycin, primary screen, streptokinase expression inhibitor project, SKKanGAS strain, BacTiter-Glo luminescence; 6 h; inhibition, % at 7.5 µM; 1.3% of 300,000 active; AID 1662, 2009;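 active = mean replicate score, as percent of positive control median, at least 50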;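 also: strain carries kanamycin resistance gene driven by streptokinase promoter and grows in 40 µg/ml kanamycin; loss of luminescence reflects streptokinase promoter inhibition or plain growth inhibition; 0% = median of DMSO wells and 100% = positive control at its reference dose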
HSF1 inhib: HSF1 inhibitors in luciferase reporter cells, primary screen, cell-based, NIH3T3, luminescence | NIH3T3-HGL HSE-luciferase, MG132-induced, luminescence 8 h; hits give low values | 0.77% of 300,000 active | activity change, negative = inhibition, % at 7.5 µM (by protocol);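 active = more than half of replicate wells show activity change below -50%, luminescence cut by over half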;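 also: luciferase reports HSF-1 transcriptional activity via heat shock element; 0% = median of DMSO wells and -100% = zero luminescence signal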
HIF activator: HIF pathway transcriptional activators, primary screen, cell-based, U2OS HRE-luciferase, luminescence | U2OS HRE-luciferase reporter; normalized: DMSO 0%, desferrioxamine 100% | activation, % at 7.5 µM (by protocol) | 0.32% of 300,000 active | AID 1910, 2009;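 active = mean activation of at least 10% of the iron chelator positive control signal, with at least half of replicates also reaching 10%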
IEC-6 tox: cytotoxicity in IEC-6 intestinal epithelial cells, primary screen, cytotoxicity control for KLF5 inhibitor project, cell-based, luminescence. inhibition, % at 5 µM. IEC-6 cytotoxicity, luminescence viability. 0.78% of 290,000 active. AID 1825, 2009; in the data active = inhibition above about 22%;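 also: 0% = plate median of test compound wells and 100% = cytotoxic reference compound wells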
Platelet DG rel: inhibitors of platelet dense granule secretion, primary screen, cell-based, MLPCN, human platelets | inhibition, %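 (compounds screened at 7.5 µM in platelet-rich plasma)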 | human platelet-rich plasma, SFLLRN dense granule ATP release, luminescence | 0.22% of 300,000 active | AID 1663, 2009;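 active = mean replicate score, as percent of positive control, at or above 50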
HSF1 activator: HSF-1 activators, primary screen, NIH3T3-HGL cells, MG132 stress, luminescence, single point; NIH3T3-HGL HSF-1 luciferase reporter, 8 h; 100% = twice DMSO control signal; activation, % at 9 µM; AID 504408, 2011; 1.7% of 300,000 active;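 active = mean replicate activation of at least 50% with a set share of replicates each reaching 50%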;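 also: 0% = median of the neutral control wells and 100% = twice that signal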
AI-2 QS mod: Vibrio harveyi AI-2 quorum sensing modulators, primary screen, JMH597 strain, luminescence/OD600 ratio. Vibrio harveyi JMH597 AI-2 luminescence/OD600 ratio, 9 h; hits give low values; strain lacks LuxN and CqsS sensors; 0 = neutral-control median. activity change, % at 7.5 µM. 0.4% of 300,000 active. AID 2094, 2009; in the data active = activity change below about -75%, passing the limit was not always enough;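 also: luminescence divided by OD600 gain over 9 h not by final OD600 alone; inactives centre near 13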
KLF5 inh: KLF5 expression inhibitors, primary screen, DLD-1 cells, luminescence. 0.23% of 290,000 active. DLD-1 KLF5 promoter-luciferase reporter. inhibition, % at 5 µM. AID 1700, 2009;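 active = inhibition above a per-plate limit of that plate's mean compound inhibition plus 3 SD, cut at about 60% in these data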;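 also: 0% = DMSO wells and 100% = LY294002 at 200 µM; higher means less KLF5 promoter-driven luciferase light; inactives centre near -14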
An asterisk follows results filed as active; nt = no result given.

1. COCCNC(=O)C(OC(=O)CC1Sc2ccccc2NC1=O)c1ccncc1 (stereo unspecified)
2. Cc1cc2cc3c(cc2nc1SCC(=O)Nc1c(C)cccc1C)CCC3
3. COc1cccc(C2NC(c3cccc(OC)c3O)C(C)C(=O)C2C)c1O (stereo unspecified)
4. CCCCn1c2c(c(=N)c3ccccc31)CCC2
5. O=C(CN1CCN(C(=O)c2ccccc2)CC1)Nc1ccc(Br)cn1
6. Cc1ccc(-c2nc(C#N)c(NCCCn3ccnc3)o2)cc1
7. COc1ccc(CN2C(=O)CN=C2Nc2cc(C)ccc2C)cc1
8. Cc1ccsc1C(=O)OCC(=O)Nc1cccc(S(=O)(=O)N2CCOCC2)c1
compound no.	1	2	3	4	5	6	7	8
HSP90 inh	3.7	-7.4	1.3	-2.2	7.2	0.3	3.6	0.5
aSyn UTR inh	-34.0	5.0	9.9	17.5	19.7	-87.0	-21.3	0.2
SKKanGAS inh	-4.6	-1.8	12.3	1.1	-4.7	-3.5	-4.6	-10.2
HSF1 inhib	3.4	-9.2	19.8	-14.6	-2.8	3.5	0.5	1.1
HIF activator	-0.2	-0.2	0.3	1.2	-0.5	0.4	-6.2	-0.1
IEC-6 tox	2.8	-3.7	2.2	3.1	-5.8	2.6	0.8	4.6
Platelet DG rel	-1.9	0.8	-0.5	122.6*	-2.3	-20.4	-1.8	0.8
HSF1 activator	-0.7	8.5	19.5	-2.2	1.9	30.0	-15.3	-9.0
AI-2 QS mod	15.0	15.9	24.2	6.6	18.4	22.3	6.3	9.1
KLF5 inh	-12.3	-44.7	11.9	-9.7	-4.4	2.5	-16.1	4.3

9. COc1ccc(-c2nc(CN3CCC(C(=O)N4CCOCC4)CC3)c(C)o2)cc1C
10. O=C(CS(=O)c1cccc(C(F)(F)F)c1)Nc1ccccc1Cl (stereo unspecified)
11. CCOC(=O)Nc1ccc2c(c1)N(C(=O)N(CC)CC)c1ccccc1CC2
12. COc1ccccc1CNC(=O)CNC(=O)c1cn(-c2ccccc2OC)c(=O)c2ccccc12
13. O=C(C[n+]1ccccc1)N1c2ccccc2Sc2ccccc21
14. COc1ccc(-c2cc(CC3(C(=O)O)CCN(C(=O)OC(C)(C)C)CC3)on2)c(OC)c1
15. Cc1cc(NC(=O)Cc2ccccc2[N+](=O)[O-])no1
16. O=[N+]([O-])c1nn(-c2ccc3c(c2)OCCO3)n(O)c1=NC1CCN(Cc2ccccc2)CC1
compound no.	9	10	11	12	13	14	15	16
HSP90 inh	-1.3	0.6	4.6	-1.6	1.7	-1.2	-2.3	0.0
aSyn UTR inh	22.1	10.1	-6.4	-8.4	-25.7	-10.6	32.2	-10.9
SKKanGAS inh	1.3	5.2	-1.4	5.6	-3.4	16.1	0.8	-12.5
HSF1 inhib	0.3	2.1	1.9	2.9	-2.0	-3.0	-5.9	-0.6
HIF activator	0.1	-0.4	1.2	-0.3	-0.2	-1.8	0.1	1.3
IEC-6 tox	-0.3	5.1	11.4	6.4	6.3	-2.4	-4.1	3.3
Platelet DG rel	-7.3	0.7	3.9	0.2	-3.5	0.0	-8.1	-5.6
HSF1 activator	2.0	1.7	10.9	5.4	4.4	-6.2	-4.9	17.1
AI-2 QS mod	-17.7	16.8	28.3	38.8	14.2	17.1	31.6	-4.9
KLF5 inh	-48.5	22.6	-10.5	-18.0	-12.7	-3.4	-9.1	-0.5

17. CCOc1ccc2ncc(S(=O)(=O)c3ccccc3)c(N3CCN(c4ccc(OC)cc4)CC3)c2c1
18. CC1CCN(CCCCOc2cccc(C(C)C)c2)CC1
19. CN(C)c1ccc(/C=N/NC(=O)c2ccc(NC(=O)c3ccccc3)cc2)cc1
20. CC(=O)Nc1ccc(NC(=O)CN(c2cccc(C(C)=O)c2)S(C)(=O)=O)cc1
21. COC(=O)C1SCCN1S(=O)(=O)c1ccc(Cl)cc1 (stereo unspecified)
22. COc1ccc2c(CC(=O)Nc3ncc(C)s3)coc2c1
23. COC(CN(C(=O)CCl)C(C(=O)NC1CCCCC1)c1ccc(C)cc1)OC (stereo unspecified)
24. O=C(CCNS(=O)(=O)c1ccc(Cl)cc1)OCC(=O)N1CCN(C(=O)c2ccco2)CC1
compound no.	17	18	19	20	21	22	23	24
HSP90 inh	3.6	-2.6	1.4	1.9	nt	1.9	1.9	nt
aSyn UTR inh	-4.7	-10.7	-7.9	1.9	-5.2	-133.2	-36.0	7.8
SKKanGAS inh	14.9	-8.0	3.1	-5.1	7.0	3.5	2.9	-1.3
HSF1 inhib	-10.5	-1.2	-2.0	5.1	-2.0	13.6	1.6	-9.9
HIF activator	-0.8	1.3	1.0	-0.1	-0.3	1.7	0.4	0.5
IEC-6 tox	-1.3	-3.1	-0.6	3.5	nt	-5.0	3.9	nt
Platelet DG rel	13.4	-1.0	-1.1	11.7	7.8	15.0	1.6	-18.1
HSF1 activator	2.6	-4.9	34.5	-1.8	3.3	37.6	-1.9	5.8
AI-2 QS mod	30.6	33.1	16.9	10.2	11.2	20.7	19.9	-3.2
KLF5 inh	-6.5	-43.2	-25.5	-3.5	nt	-49.2	-6.5	nt

25. CCOc1ccc2ccccc2c1C1NC(=S)N(C)C(C)=C1C(=O)OC (stereo unspecified)
26. COC(=O)c1ccc(OC(=O)CCS(=O)(=O)c2ccc(C)cc2)cc1
27. NC(=O)C1CCN(Cc2nnnn2Cc2ccco2)CC1
28. COc1ccc(NC(=S)N/C(=N/CS(=O)(=O)c2ccccc2)c2ccccc2)cc1
29. O=c1n(Cc2ccc(Cl)cc2)c2sc3c(c2c2ncnn12)CCCC3
30. COC(=O)c1ccc(C(=O)N(C)C2CCCN(Cc3ccccc3F)C2)cc1 (stereo unspecified)
31. COC(=O)c1ccc2nc(C3CCCCC3)c3c(c2c1)CCC3
32. O=C(CCn1c2c(c3ccccc31)CCCC2)NNC(=O)c1ccccc1C(=O)O
compound no.	25	26	27	28	29	30	31	32
HSP90 inh	0.6	nt	-3.4	-0.1	3.5	2.0	nt	-4.5
aSyn UTR inh	-26.2	-0.9	0.1	-89.5	13.0	6.4	26.5	-0.5
SKKanGAS inh	-2.5	7.4	-5.9	5.0	31.6	2.1	8.2	-5.9
HSF1 inhib	-4.0	-2.3	-4.3	-1.8	16.5	5.6	-0.2	3.2
HIF activator	-0.6	0.7	-0.5	2.2	-0.3	0.9	-2.4	-0.2
IEC-6 tox	2.1	nt	-9.6	-3.2	2.9	-1.1	nt	1.2
Platelet DG rel	2.0	-7.4	-0.7	1.9	-28.2	13.2	-1.2	0.7
HSF1 activator	-1.5	1.3	-3.3	18.2	-4.4	18.2	-10.8	10.1
AI-2 QS mod	-0.5	20.6	2.9	-8.7	17.2	10.7	7.7	8.8
KLF5 inh	-29.5	nt	-11.9	-76.2	-30.9	-26.2	nt	-13.4

33. Cc1c(C(=O)NCCO)sc2nc3n(c(=O)c12)CCC3
34. COc1cc(C(=O)NCCC2=CCCCC2)ccc1OC1CCN(C(C)=O)CC1
35. Cn1c(=O)n(Cc2ccc(F)cc2)c(=O)c2c1nc1n2CCCN1Cc1ccccc1
36. COC(=O)C(C)n1cnc2c(nnn2-c2cccc(OC)c2)c1=O (stereo unspecified)
37. Cc1cccc(C(=O)OC(C)CN2C(C)CCCC2C)c1 (stereo unspecified)
38. CCn1c2ccccc2c2cc(NC(=O)CCCN3C(=O)CCC3=O)ccc21
39. CCOc1ccc2cc(C3CC(c4ccco4)=NN3S(C)(=O)=O)c(=O)[nH]c2c1 (stereo unspecified)
40. COC(=O)c1ccc(NC(=O)COC(=O)C2CC(=O)N(Cc3ccccc3)C2)cc1 (stereo unspecified)
compound no.	33	34	35	36	37	38	39	40
HSP90 inh	4.9	-2.2	4.9	-3.9	-1.9	-3.3	-0.3	-2.1
aSyn UTR inh	12.5	4.5	43.2	-32.6	-5.7	24.0	24.1	-8.1
SKKanGAS inh	0.1	-2.5	17.3	10.2	-0.4	-0.4	-0.8	1.8
HSF1 inhib	12.3	5.2	-4.9	20.1	-4.6	-5.2	3.7	-2.9
HIF activator	-0.3	-0.1	-0.5	3.7	-12.8	0.7	0.6	0.0
IEC-6 tox	-0.5	-4.2	-2.3	-2.6	-0.7	7.3	-1.6	7.3
Platelet DG rel	7.1	-9.7	4.6	13.4	0.5	-3.4	4.7	-0.6
HSF1 activator	22.6	-8.5	22.1	26.1	9.8	-3.0	15.3	-8.3
AI-2 QS mod	4.6	18.8	8.7	40.5	9.5	22.7	27.6	5.1
KLF5 inh	-45.2	-22.2	-10.4	-38.9	-52.4	-31.1	8.6	-13.9

Quoted at random: 2 entries already listed.
35. Cn1c(=O)n(Cc2ccc(F)cc2)c(=O)c2c1nc1n2CCCN1Cc1ccccc1
36. COC(=O)C(C)n1cnc2c(nnn2-c2cccc(OC)c2)c1=O (stereo unspecified)
compound no.	35	36
HSP90 inh	4.9	-3.9
aSyn UTR inh	43.2	-32.6
SKKanGAS inh	17.3	10.2
HSF1 inhib	-4.9	20.1
HIF activator	-0.5	3.7
IEC-6 tox	-2.3	-2.6
Platelet DG rel	4.6	13.4
HSF1 activator	22.1	26.1
AI-2 QS mod	8.7	40.5
KLF5 inh	-10.4	-38.9

Next records.
41. COc1ccc(C(=O)c2ccc([N+](=O)[O-])cc2Cl)cc1
42. Cc1ccc(-c2noc(CN(C(=O)c3ccc4c(c3)OCO4)C(C)C)n2)cc1
43. CCC1CCCCN1CCCNC(=O)Cn1ncc2c(C)n(Cc3ccccc3Cl)c(C)c2c1=O (stereo unspecified)
44. Cc1ccc(N=C2N=C(N)c3ccccc32)cc1C
45. CCOC(=O)C1CCN(C(=O)c2ccc3c(SCC(=O)O)c4c(nc3c2)CCCC4)CC1
46. S=C(Nc1ccc(Br)cc1Cl)N1CCCC1
compound no.	41	42	43	44	45	46
HSP90 inh	1.9	-3.5	-5.4	-1.0	-2.2	-5.5
aSyn UTR inh	4.3	14.2	-27.7	-78.2	7.7	-90.7
SKKanGAS inh	-9.6	0.5	1.9	-10.4	-2.3	-0.1
HSF1 inhib	9.8	11.1	3.3	-41.4	-4.6	9.7
HIF activator	-0.2	-0.3	0.5	1.6	0.1	2.4
IEC-6 tox	-6.5	6.3	0.1	-2.0	3.8	-1.9
Platelet DG rel	-6.8	14.3	-0.7	-10.5	3.5	-0.7
HSF1 activator	18.4	9.1	-11.6	-47.0	-11.0	22.5
AI-2 QS mod	11.6	15.4	14.7	25.3	25.3	29.3
KLF5 inh	-33.2	-17.2	-16.2	-22.4	-4.1	-137.5

Limited to SKKanGAS inh, HSF1 inhib and HIF activator, for four of the compounds above:
#	SMILES	SKKanGAS inh	HSF1 inhib	HIF activator
41	COc1ccc(C(=O)c2ccc([N+](=O)[O-])cc2Cl)cc1	-9.6	9.8	-0.2
42	Cc1ccc(-c2noc(CN(C(=O)c3ccc4c(c3)OCO4)C(C)C)n2)cc1	0.5	11.1	-0.3
43	CCC1CCCCN1CCCNC(=O)Cn1ncc2c(C)n(Cc3ccccc3Cl)c(C)c2c1=O (stereo unspecified)	1.9	3.3	0.5
44	Cc1ccc(N=C2N=C(N)c3ccccc32)cc1C	-10.4	-41.4	1.6

No enrichment for hits; overall some 6% were active at least once.
